Bioassay records from PubChem BioAssay.
CHOP UPR activ – apoptotic UPR (CHOP) activation. CHO-CHOP luciferase reporter, luminescence; percent of tunicamycin response over DMSO baseline. activation, % at 10 µM. 330,000 compounds, 0.34% hits;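 active means at 10 µM dose, activation of 40% or more, normalized to positive control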;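 further: 100% = tunicamycin at 10 µg/mL and 0% = DMSO alone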
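Test system: CHO CHOP reporter cells. Input: 500 CHO-CHOP cells per well. Medium: F12 with 10% FBS. Technique: luciferase luminescence. Measure: percent activation relative to tunicamycin control. Dosing: 10 µM compound, 0.5% DMSO. Timing: 16-18 h cell attachment, then 6 h compound exposure, 37 °C.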
UPR XBP1 act – activators of adaptive arm of unfolded protein response (XBP1). AID 463104. 330,000 compounds, 0.33% hits. CHO-XBP1 luciferase reporter, IRE1-XBP1 UPR activation, luminescence; percent of tunicamycin response, DMSO as zero. activation, % at 20 µM;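 active means versus positive control, 20 µM dose yields 30% or more activation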;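 further: 100% = tunicamycin at 10 µg/mL and 0% = DMSO only wells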
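Material: CHO cell line with stable XBP1 luciferase reporter; buffer or medium: F12 medium containing 10% fetal bovine serum; compound: single point, 20 µM final compound, 1% DMSO; incubation: 6 h treatment, 37 °C; measured by: glow luminescence from Steady-Glo reagent; evaluation: activation, % of tunicamycin; control set: tunicamycin high, DMSO low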
APJ antagonist – blocks the human apelin receptor APJ; AID 2521; inhibition, % at 20 µM; CHO-K1 APJ beta-arrestin complementation, luminescence; 330,000 compounds, 0.32% hits; P35414;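 active means inhibition above about 40% at 20 µM, limit read from the data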;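 further: cells challenged with 10 nM apelin-13 agonist together with compound; plate controls were apelin-13 plus DMSO wells for no effect and DMSO wells lacking apelin-13 for full effect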
CXCR6 block – inhibitors of human CXCR6 receptor; O00574; AID 602244; CHO-K1 PathHunter CXCR6 beta-arrestin, luminescence; inhibition, % at 20 µM; 360,000 compounds, 0.36% hits; in the data active means inhibition above about 34%, passing the limit was not always enough;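 further: antagonist mode with CXCL16 agonist at 10 nM final; 0% = 10 nM CXCL16 with DMSO and 100% = unstimulated wells without agonist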
APJ ag – APJ receptor agonism. P35414. CHO-K1 APJ PathHunter beta-arrestin, luminescence; 0% DMSO wells, 100% apelin. activation, % at 20 µM. 330,000 compounds, 0.11% hits;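 active means activation more than six SD over the plate average, tested at 20 µM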;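 further: 0% = DMSO alone and 100% = apelin-13 at 10 nM; some results filed as inactive read as strong as hits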
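Assay system – PathHunter CHO-K1 APJ (AGTRL-1) beta-arrestin reporter cells · Compound – one dose, 20 µM compound, 1% DMSO · Timing – compound 90 min 25 °C, reagent 1 h · Measured by – luminescence from split beta-galactosidase complementation, Galacton Star/Emerald II substrate · Measure – beta-arrestin recruitment to APJ as agonist activity, luminescent signal · Benchmarks – DMSO vs Apelin-13 10 nM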
EBI2 block – EBI2 (human) antagonism. P32249. EBI2 beta-arrestin recruitment, luminescence, 7a,25-OHC stimulated. inhibition, % at 5 µM. 360,000 compounds, 0.81% hits. AID 651636; in the data active means inhibition above about 38%;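 further: enzyme fragment complementation signal reports receptor beta-arrestin coupling in cells; 0% = agonist plus DMSO wells and 100% = wells without agonist; some results beyond the cut were filed as inactive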
Mdm2-MdmX inh – human Mdm2/MdmX binding inhibition; SaOS-2 split-luciferase Mdm2/MdmX complementation, luminescence; inhibition, % at 8 µM; 330,000 compounds, 3% hits;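 active means inhibition of at least 50% at 8 µM in the primary screen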
Target sequence (O15151 whole entry, looked up): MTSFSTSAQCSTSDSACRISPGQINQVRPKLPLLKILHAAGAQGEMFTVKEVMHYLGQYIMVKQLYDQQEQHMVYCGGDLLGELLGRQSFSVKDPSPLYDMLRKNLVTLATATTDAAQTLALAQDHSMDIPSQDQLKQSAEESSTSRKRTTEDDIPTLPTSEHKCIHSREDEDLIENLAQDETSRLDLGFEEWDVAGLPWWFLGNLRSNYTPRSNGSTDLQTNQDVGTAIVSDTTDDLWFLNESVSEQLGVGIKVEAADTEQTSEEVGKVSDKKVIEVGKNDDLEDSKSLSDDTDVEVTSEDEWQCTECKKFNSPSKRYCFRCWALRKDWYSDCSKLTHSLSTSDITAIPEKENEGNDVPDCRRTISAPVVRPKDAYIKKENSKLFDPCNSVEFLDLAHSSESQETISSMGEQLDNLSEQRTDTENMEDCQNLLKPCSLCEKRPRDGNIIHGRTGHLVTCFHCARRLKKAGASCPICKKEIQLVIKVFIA
Target sequence (Q00987 whole entry, looked up): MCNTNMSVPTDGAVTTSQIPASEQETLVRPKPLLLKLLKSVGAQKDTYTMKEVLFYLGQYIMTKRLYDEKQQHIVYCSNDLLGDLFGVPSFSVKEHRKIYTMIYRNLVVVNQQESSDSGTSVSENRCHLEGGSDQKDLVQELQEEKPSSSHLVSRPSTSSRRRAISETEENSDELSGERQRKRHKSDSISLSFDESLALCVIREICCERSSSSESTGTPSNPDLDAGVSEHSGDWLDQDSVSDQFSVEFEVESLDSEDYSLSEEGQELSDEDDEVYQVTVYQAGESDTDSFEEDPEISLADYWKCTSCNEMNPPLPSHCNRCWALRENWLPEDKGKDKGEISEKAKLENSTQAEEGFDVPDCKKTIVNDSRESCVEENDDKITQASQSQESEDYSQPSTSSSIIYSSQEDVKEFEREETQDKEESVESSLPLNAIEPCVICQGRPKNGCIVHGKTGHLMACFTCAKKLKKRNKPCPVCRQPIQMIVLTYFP
CCR6 antag – antagonists of human CCR6 receptor. 340,000 compounds, 0.49% hits. inhibition, % at 20 µM. CHO-K1 CCR6 PathHunter beta-arrestin, luminescence, CCL20-stimulated. P51684;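 active means compounds whose inhibition of the agonist-driven luminescence signal at 20 µM reaches about 50%, limit read from the data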;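 further: cells stimulated with CCL20 at 14 nM final; plate controls were DMSO with CCL20 for no effect and DMSO without agonist for full effect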
tim23-1 inh – growth inhibitors of tim23-1 mutant yeast. S. cerevisiae tim23-1 growth, BacTiter-Glo luminescence, 24 h. inhibition, % at 20 µM. 330,000 compounds, 1.3% hits. AID 463212;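 active means growth inhibition of the mutant yeast at or above 50%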;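 further: temperature-sensitive mutant grown at 25 °C; plate controls were DMSO-treated mutant yeast for no effect and medium wells lacking yeast for full effect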
An asterisk follows results filed as active; x = not tested or not shown. These rows are one share of the data (hit frequency here may not be typical).

item	Molecule	CHOP UPR activ	UPR XBP1 act	APJ antagonist	CXCR6 block	APJ ag	EBI2 block	Mdm2-MdmX inh	CCR6 antag	tim23-1 inh
1	COC(=O)c1ccc(CSc2ncnc3c2nnn3-c2ccc(OC)cc2)o1	2.1	-1.8	0.2	3.8	0.2	-20.7	16.8	4.6	-1.6
2	Cc1ccc(S(=O)(=O)/N=C(/Nc2c(C)n(C)n(-c3ccccc3)c2=O)c2ccc(Cl)cc2)cc1	0.4	-4.7	13.5	-7.2	-3.9	2.4	-4.1	-17.0	8.7
3	O=S(=O)(c1cccs1)N1CN(C2CCCCC2)c2nc3ccccc3nc21	-0.6	-3.2	15.7	1.2	0.2	2.6	19.4	7.4	34.3
4	O=C(NNC(=O)c1ccccc1Cl)c1cc2cc(OC(F)(F)F)ccc2[nH]1	-0.5	-3.5	14.2	-3.8	-3.0	6.7	1.3	-0.7	3.5
5	O=c1c(C(c2ccc(Cl)cc2)c2c(O)nc3n(c2=O)CCS3)c(O)nc2n1CCS2	-0.1	0.0	-8.5	-12.2	1.3	-1.2	12.1	-9.1	10.8
6	CC(=O)Nc1ccc(/C=N/NC(=O)c2cc3ccccc3nc2C)cc1	1.7	-4.9	7.1	6.6	-2.6	-18.4	-2.6	5.0	-5.2
7	Cc1cc(Cl)ccc1OCC(=O)NC(=S)Nc1ccc(Cl)cn1	2.5	5.7	3.5	-9.3	1.5	0.0	-2.6	6.3	-0.8
8	O=C(Nc1c2c(nn1-c1cccc(Cl)c1)CS(=O)(=O)C2)C1CC1	-0.3	-3.8	23.5	-1.1	-6.7	12.6	26.4	16.5	5.8
9	COc1ccccc1CC(=O)NCc1csc(-c2cccs2)n1	2.8	4.5	-3.2	2.6	-0.7	7.8	-19.1	15.3	23.4
10	CC(=O)C1=C(O)C(=O)N(c2ccc(S(N)(=O)=O)cc2)C1c1cccc([N+](=O)[O-])c1 (stereo not given)	1.2	-2.8	14.1	-9.9	-3.8	6.9	17.2	12.0	-4.2
11	Cc1ccc(C(=O)NN2C(=O)C3C4C=CC(C5CC45)C3C2=O)cc1 (stereo not given)	0.1	1.5	-13.4	-12.2	0.5	-3.7	-20.3	9.5	21.2
12	COc1ccccc1NC(=O)C[n+]1ccccc1	0.1	-1.2	7.0	-4.1	-2.7	3.8	8.1	6.3	5.3
13	C/C(CCc1ccc2c(c1)OCO2)=N\NC(=O)c1ccc(C)cc1C	3.0	1.0	-8.2	6.6	-4.1	1.3	-20.9	10.9	-6.2
14	CC(=O)c1c(C)nc2ccc([N+](=O)[O-])cc2c1-c1ccccc1	0.9	0.3	-5.5	-10.5	-1.3	-0.9	19.5	13.4	-25.4
15	NC(=O)CSCc1ccc(Br)cc1	-2.3	0.2	-4.4	10.8	1.2	4.4	11.2	-2.6	-1.8
16	O=C(c1cccc(OC2CCN(Cc3ccc(F)cc3Cl)CC2)c1)N1CCCC1	-1.1	-6.7	17.9	-6.6	0.4	2.7	21.9	9.1	3.6
17	CCCCCc1nnc(NC(=O)Cn2cnc3ccccc3c2=O)s1	-1.5	1.9	-10.4	2.9	-2.9	-6.9	11.6	-0.2	4.5
18	C=CCOc1c(Br)cc(/C=C2/C(=O)ON=C2C)cc1OC	1.6	-3.7	-6.6	-4.3	0.2	4.6	26.1	5.2	-4.6
19	O=C(c1ccc(N2CCCS2(=O)=O)cc1)N1CCN(c2ccc(F)cc2)CC1	0.7	-3.8	2.8	-7.8	-1.8	-1.0	20.4	5.7	20.3
20	CCOC(=O)c1c(N)sc2c1C1CCN2CC1	-0.5	-2.5	2.9	-6.3	1.7	2.4	14.1	-11.5	15.2
21	CN(C)c1nc2ncn(Cc3ccccc3)c2c(=O)[nH]1	-2.4	-2.4	7.7	2.5	-1.9	-14.1	9.0	7.1	11.9
22	COc1ccc(C)cc1Nc1nc(C)nc2c1oc1ccccc12	1.1	4.8	6.7	8.5	-2.3	25.0	18.1	0.8	28.4
23	CCCN=C1N(C)C[C@@H]2[C@@H]3C(=O)N(Cc4ccccc4)C(=O)[C@@H]3[C@](CC)(C(=O)OC)N12	2.7	1.1	x	-3.0	x	-8.2	6.8	6.3	14.4
24	O=C(Nc1cccc2ccccc12)NC1CCCCC1	-0.1	-5.3	-9.5	-3.2	-2.7	6.4	15.1	15.3	-1.6
25	OC[C@@H]1CCCN1Cc1nc(-c2cccs2)no1	-0.3	2.4	7.1	-2.7	-2.7	1.4	-13.9	1.6	14.3
26	CC(=O)Nc1ccc(OCC[n+]2cccc(C(N)=O)c2)cc1	-0.4	2.4	4.7	-3.5	-1.0	0.9	3.7	1.0	8.5
27	Cc1ccc(C)c(S(=O)(=O)N2CCN(C(C(=O)Nc3ccc(F)cc3)c3ccccc3)CC2)c1 (stereo not given)	0.8	-1.1	-8.3	14.4	0.7	13.1	15.3	12.5	27.1
28	Cc1ccc(C)c(N2CCN(C(=O)CCc3nc(-c4ccccc4C)no3)CC2)c1	3.8	-3.1	x	-9.7	x	3.4	-5.7	11.2	36.5
29	COCCN(C(=O)COC(=O)/C=C/c1ccc(C(F)(F)F)cc1)c1c(N)n(Cc2ccccc2)c(=O)[nH]c1=O	1.3	-1.0	9.8	1.4	-4.0	-1.0	7.5	2.1	4.6
30	Nc1nonc1-n1nnc(C(=O)N/N=C/c2cc(Br)ccc2O)c1CNc1ccccc1	-2.1	0.2	-4.0	-16.1	0.6	-2.9	69.0*	28.7	50.5*

item	Molecule	CHOP UPR activ	UPR XBP1 act	APJ antagonist	CXCR6 block	APJ ag	EBI2 block	Mdm2-MdmX inh	CCR6 antag	tim23-1 inh
31	COC(=O)c1ccc2c(=O)[nH]c(COC(=O)CCC(=O)c3ccc(Cl)cc3)nc2c1	0.5	-1.7	-37.2	7.4	0.2	-4.1	7.8	8.5	-20.5
32	Cc1cc(C(=O)Nc2nccs2)c2cc(F)ccc2n1	-0.6	-5.8	-18.9	-2.6	3.3	5.8	-24.3	9.7	4.4
33	COc1cccc2sc3cc(NCc4ccc(C)o4)ccc3c(=O)c12	3.3	2.7	4.8	0.0	-2.0	-4.3	-11.0	-0.7	67.7*
34	COc1cccc(C2=NOC(C(=O)Nc3cccc(C(C)=O)c3)C2)c1 (stereo not given)	0.7	-0.1	-5.9	1.8	-1.5	-4.3	-4.9	18.4	6.5
35	Cc1cc(N)nc(C)c1C#N	-1.8	-0.1	-1.2	-4.6	-3.6	-20.3	19.0	11.7	10.5
36	COc1cc2c(cc1OC)C(C)N(CC(=O)Nc1ccc(S(=O)(=O)N3CCCC3)cc1)CC2 (stereo not given)	-0.7	-1.3	10.1	-0.3	5.9	0.9	23.4	9.0	-7.4
37	CCOc1ccc(C(=S)N2CCCC2)cc1OC	-3.3	1.6	1.2	9.5	-1.0	-0.8	18.5	-5.3	12.0
38	Cc1ccc(S(=O)(=O)c2nc(-c3ccccc3)oc2SCC(=O)NCC2CCCO2)cc1 (stereo not given)	1.0	-5.4	9.0	-1.0	-0.3	5.1	19.3	16.1	9.5
39	COc1cc(C2NC(=O)NC(c3ccccc3)=C2C(C)=O)c(Br)c(Br)c1O (stereo not given)	-0.7	-2.1	1.2	4.7	-3.5	-13.0	4.7	2.2	-14.7
40	CN(C)c1cccc(C(=O)OCC(=O)Nc2ccccc2Sc2ccccc2)c1	3.0	-1.9	-13.0	-13.0	-4.7	5.3	-14.7	-1.5	5.5
41	Cc1ccc(S(=O)(=O)N2CCN(S(=O)(=O)c3ccc(C)cc3)C3OCCOC32)cc1 (stereo not given)	2.5	1.6	13.6	-0.6	-1.6	13.6	-4.9	9.8	-5.4
42	O=C(Cc1ccc([N+](=O)[O-])cc1)N1CCCCCC1	0.9	-1.0	-25.7	3.5	-1.9	-1.6	-9.6	-11.4	10.4
43	O=C(Nc1ccnn1C1CCN(Cc2cccc(OCCO)c2)CC1)C1CCCC1	0.1	0.8	3.1	-6.0	-1.2	-0.3	13.2	-6.1	0.3
44	Cc1noc(C)c1COc1ccc(C(=O)Nc2ccccc2)cc1	0.4	-1.9	-23.0	-0.4	-1.8	41.8	-1.8	9.9	-3.1
45	Cc1ccc(-c2cccc(OC(=O)c3ccccc3F)c2)cc1	2.2	4.9	-3.8	7.2	2.5	6.8	-4.6	-3.7	9.3
46	CC(=O)NC(c1ccco1)c1ccc2cccnc2c1O (stereo not given)	-2.5	32.0*	9.6	-1.3	-2.2	-1.7	71.7*	0.9	17.4

6 structures out of the list, arranged by SMILES length, rising:
item	Molecule	CHOP UPR activ	UPR XBP1 act	APJ antagonist	CXCR6 block	APJ ag	EBI2 block	Mdm2-MdmX inh	CCR6 antag	tim23-1 inh
37	CCOc1ccc(C(=S)N2CCCC2)cc1OC	-3.3	1.6	1.2	9.5	-1.0	-0.8	18.5	-5.3	12.0
46	CC(=O)NC(c1ccco1)c1ccc2cccnc2c1O (stereo not given)	-2.5	32.0*	9.6	-1.3	-2.2	-1.7	71.7*	0.9	17.4
32	Cc1cc(C(=O)Nc2nccs2)c2cc(F)ccc2n1	-0.6	-5.8	-18.9	-2.6	3.3	5.8	-24.3	9.7	4.4
45	Cc1ccc(-c2cccc(OC(=O)c3ccccc3F)c2)cc1	2.2	4.9	-3.8	7.2	2.5	6.8	-4.6	-3.7	9.3
33	COc1cccc2sc3cc(NCc4ccc(C)o4)ccc3c(=O)c12	3.3	2.7	4.8	0.0	-2.0	-4.3	-11.0	-0.7	67.7*
40	CN(C)c1cccc(C(=O)OCC(=O)Nc2ccccc2Sc2ccccc2)c1	3.0	-1.9	-13.0	-13.0	-4.7	5.3	-14.7	-1.5	5.5
